MrgX1 ag: activates human MrgX1 receptor signaling; Q96LB2; MrgX1-HEK293 cells, Fluo-4 calcium fluorescence, agonist mode; active compounds read high; B-score at 10 µM; hit rate 0.44% among 310,000;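 active = calcium response B-score plate-corrected fluorescence ratio at least 3 library SD, with starting fluorescence B-score inside 5 SD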
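Test system: Stable human MrgX1 HEK293 cell line | Schedule: Overnight plating before 1 h dye loading | Read-out basis: Baseline-normalised fluorescence change ratio, B-scored | Detection: Kinetic calcium dye fluorescence, Fluo-4 NW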
TRPC6 inhibitor: inhibitors of mouse TRPC6 channel; Q61143; HEK293-TRPC6, membrane potential dye, ACh-evoked depolarization; active compounds read low; B-score at 10 µM; hit rate 1.1% among 310,000;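 active = B-score under library mean minus 3 SD, initial fluorescence not abnormally high, positive integrated signal ratio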;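 also: B-score derived from integrated fluorescence ratio over the kinetic read; more negative B-score means stronger inhibition of depolarization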
Target sequence (Q61143 whole entry, looked up): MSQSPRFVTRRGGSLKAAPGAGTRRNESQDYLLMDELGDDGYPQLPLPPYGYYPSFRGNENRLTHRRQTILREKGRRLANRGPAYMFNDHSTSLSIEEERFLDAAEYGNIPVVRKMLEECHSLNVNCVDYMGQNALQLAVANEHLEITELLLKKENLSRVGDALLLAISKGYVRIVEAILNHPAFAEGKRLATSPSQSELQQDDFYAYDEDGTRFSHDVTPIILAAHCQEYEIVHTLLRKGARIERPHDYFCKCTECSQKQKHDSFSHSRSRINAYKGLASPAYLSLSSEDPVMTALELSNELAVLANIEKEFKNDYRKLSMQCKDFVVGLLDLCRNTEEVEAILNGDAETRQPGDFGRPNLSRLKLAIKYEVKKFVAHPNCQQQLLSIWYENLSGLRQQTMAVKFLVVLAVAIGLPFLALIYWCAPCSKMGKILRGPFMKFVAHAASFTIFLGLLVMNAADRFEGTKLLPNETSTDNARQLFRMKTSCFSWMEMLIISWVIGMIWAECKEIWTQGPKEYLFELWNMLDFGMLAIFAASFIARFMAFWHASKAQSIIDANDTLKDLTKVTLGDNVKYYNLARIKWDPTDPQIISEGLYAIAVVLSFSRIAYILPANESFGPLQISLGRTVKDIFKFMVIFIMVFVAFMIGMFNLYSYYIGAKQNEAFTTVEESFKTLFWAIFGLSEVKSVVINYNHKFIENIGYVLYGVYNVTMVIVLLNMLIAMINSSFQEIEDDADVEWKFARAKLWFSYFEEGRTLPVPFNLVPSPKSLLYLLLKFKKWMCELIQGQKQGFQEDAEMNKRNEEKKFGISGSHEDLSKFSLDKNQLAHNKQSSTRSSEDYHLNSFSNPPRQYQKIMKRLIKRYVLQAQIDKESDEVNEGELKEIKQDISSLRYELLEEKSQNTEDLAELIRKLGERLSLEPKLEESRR
MrgX1 antag: human MrgX1 receptor antagonism, primary screen. hit rate 1.3% among 310,000. MRGX1-HEK293 calcium flux, Fluo-4, BAM8-22 antagonism; active compounds read low. AID 588676. B-score at 10 µM. Q96LB2;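 active = calcium-response B-score plate-corrected more than 3 library SD below zero, starting fluorescence within 5 deviations, no agonist response on first addition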;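 also: peak minus trough fluorescence over baseline after final BAM8-22 challenge near maximal dose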
RGS4 block: inhibitors of human RGS4; P49798; HEK293 M3R/RGS4 inducible, Fluo-4 calcium flux; active compounds read high; triggered by carbachol at its EC20; B-score at 10 µM; hit rate 0.45% among 310,000;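 active = B-score, a plate-corrected calcium signal, over three deviations above library mean, with baseline fluorescence within five deviations of library mean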;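 also: RGS4 expression induced by doxycycline in cells with stable M3 receptor; B-score is computed from the integrated fluorescence ratio over baseline after carbachol; higher B-score means a larger calcium signal and so more RGS4 inhibition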
TRPC6 activator: activators of mouse TRPC6 channel; hit rate 0.13% among 310,000; B-score at 10 µM; Q61143; HEK293-TRPC6 membrane potential dye fluorescence; active compounds read high;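 active = B-score of the integrated fluorescence ratio above library mean plus 3 SD, and starting fluorescence ratio within library mean plus 5 SD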;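 also: higher score means more depolarization so channel activation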
TMEM16A inh: blocks the mouse calcium-activated chloride channel TMEM16A; normalized B-score (activity score, 25-100; higher = stronger inhibition) at 10 µM; hit rate 1.2% among 310,000; Q8BHY3; HEK293 TMEM16A/YFP iodide influx fluorescence, ionomycin;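 active = ratio plate-corrected score three or more library SD toward inhibition, starting fluorescence score within five deviations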;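 also: score derived from kinetic fluorescence span divided by baseline fluorescence per well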
MrgX1 allo act: allosterically activates human MrgX1 receptor signaling | Q96LB2 | MrgX1-HEK293, Fluo-4 calcium flux, FDSS; active compounds read high | B-score at 10 µM | hit rate 0.63% among 310,000 | AID 588675;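 active = plate-corrected calcium response at least 3 library SD above typical, normal starting fluorescence, not activating the receptor alone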;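 also: compound read alongside a low EC10 to EC30 dose of BAM8-22 agonist; peak minus trough fluorescence over baseline measured at the second addition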
TRPC4 agonist: TRPC4 (mouse) channel activation; Q9QUQ5; HEK293 TRPC4beta/mu-opioid, Fluo4 calcium fluorescence; active compounds read high; B-score at 10 µM; hit rate 0.49% among 310,000; AID 2237;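 active = B-score above 5 SD of library B-scores, and initial fluorescence ratio not above library mean plus 5 SD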;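 also: positive B-score marks a calcium rise read as TRPC4 activation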
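Test system: HEK293 cells stably co-expressing mouse TRPC4beta and mu-opioid receptor | Schedule: Fluo4 dye loading 45 min at room temperature, 110 s recording | Measured by: Kinetic Fluo4 calcium fluorescence, 5 s baseline at 1 Hz | Evaluation: B score of integrated ratio | Controls: Buffer (low) and maximal DAMGO (high)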
TRPC4 inh: blocks the mouse TRPC4 cation channel; hit rate 0.39% among 300,000; HEK293 TRPC4beta/mu-opioid, DAMGO-evoked Fluo4 calcium flux; active compounds read low; B-score at 10 µM; Q9QUQ5;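 active = B-score over 3 SD under the library average, no early fluorescence shift, positive overall ratio signal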
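Test system – stable TRPC4beta/mu-opioid receptor HEK293 cells · Probe or stimulus – DAMGO, a submaximal dose followed by a maximal one · Dosing – one concentration per compound · Signal – Fluo4 calcium fluorescence by kinetic imaging, 5 s 1 Hz baseline · Evaluation – per-well B score of integrated baseline-normalized Fluo4 ratio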
TRPC4 PAM: allosteric potentiators of mouse TRPC4 channel | HEK293 TRPC4beta/mu-opioid, DAMGO EC20, Fluo-4 Ca2+ flux; active compounds read high | B-score at 10 µM | AID 2227 | hit rate 0.42% among 310,000;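 active = B-score of calcium response area above 5 SD of library B-scores, with initial fluorescence ratio within 5 SD of library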;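 also: B-score of integrated fluorescence ratio over time as area under calcium response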
TMEM16A act: activates or potentiates the mouse TMEM16A chloride channel | hit rate 0.3% among 340,000 | Q8BHY3 | HEK293 TMEM16A/YFP-H148Q/I152L, iodide quench fluorescence; active compounds read low | B-score at 10 µM;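 active = fluorescence-ratio B-score plate-corrected deviation score at least 3 library SD below zero, with starting fluorescence score within 5 deviations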;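 also: channel opened by trigger with iodide after compound preincubation; score built on the fluorescence ratio of max minus min over baseline; more negative score means more quench and so TMEM16A activation or potentiation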
The depositor's hits bear a star; i = inactive; nt = not tested or not shown.

SMILES	MrgX1 ag	TRPC6 inhibitor	MrgX1 antag	RGS4 block	TRPC6 activator	TMEM16A inh	MrgX1 allo act	TRPC4 agonist	TRPC4 inh	TRPC4 PAM	TMEM16A act
COC(=O)c1ccc(C2C(C(=O)c3ccco3)=C(O)C(=O)N2CC2CCCO2)cc1 (stereo not given)	i	i	i	i	i	i	i	i	i	i	i
COc1cccc(NC(=O)CN(C)C(=O)/C=C/c2cn(Cc3ccccc3)nc2-c2cccnc2)c1	i	i	i	i	i	i	i	i	i	i	i
CN(C)CCN(C(=O)c1ccco1)c1nc2cc3c(cc2s1)OCCO3	i	-5.32*	i	i	i	i	i	i	i	i	i
COc1ccc(CCn2c(=N)c(C(=O)NC3CCCC3)cc3c(=O)n4ccccc4nc32)cc1	i	-6.53*	i	i	i	i	i	i	i	i	i
CC1=NN(C(N)=S)C(=O)C1N=Nc1cccc2ccccc12 (stereo not given)	i	i	i	i	i	i	i	i	i	i	nt
C=CCN(c1ccccc1)S(=O)(=O)c1ccc2[nH]cc(C(=O)NCCOC)c(=O)c2c1	i	i	i	i	i	i	i	i	i	i	i
O=C(c1ccc(F)cc1)N1CCC(c2ccccc2)C1 (stereo not given)	i	i	i	i	i	i	i	i	i	i	i
COc1ccc(CCNC(=O)c2nc3ncccn3n2)cc1OC	i	i	i	i	i	i	i	i	i	i	i
Cc1ccn(CC(=O)N/N=C/c2cc([N+](=O)[O-])ccc2O)n1	i	i	i	i	i	i	i	i	i	i	i
COC(=O)c1nnn(-c2nc(N(C)C)nc(N(C)C)n2)c1C	i	i	i	i	i	i	i	i	i	i	i
CCN(CC)C(=O)CN1C(=O)/C(=C/c2ccccc2)SC1=S	i	i	i	i	i	i	i	i	i	i	i
O=C(COC(=O)c1ccccc1-c1ccccc1[N+](=O)[O-])c1ccccc1	i	i	i	i	i	i	i	i	i	i	i
O=C(NCc1ccco1)C1CCCN1C(=O)Nc1ccccc1[N+](=O)[O-] (stereo not given)	i	i	i	i	i	i	i	i	i	i	i
CCN(CCn1cccn1)C(=O)CCc1nnc(CCCc2ccccc2)o1	i	i	i	i	i	i	i	i	i	i	i
CC1CCCN(C(=O)Cc2ccc(F)cc2)C1 (stereo not given)	i	i	i	i	i	i	i	i	i	i	i
CC1(C(=O)OCC(=O)Nc2ccccc2)CC1(Cl)Cl (stereo not given)	i	i	i	i	i	i	i	i	i	i	i
CC1OC2(C)OC(=N)C1(C#N)C(C#N)(C#N)C2c1ccccc1 (stereo not given)	i	i	i	i	i	i	i	i	i	i	i
CC1CN(S(=O)(=O)c2cccc(C(F)(F)F)c2)CC(C)O1 (stereo not given)	i	i	i	i	i	i	i	i	i	i	i
COc1cccc(-c2cc(C(=O)N3CCN(c4ncccn4)CC3)c3ccccc3n2)c1	i	i	i	i	i	i	i	i	i	i	i
CCOc1ccccc1NC(=O)C1CCCN(S(=O)(=O)c2cccc3cccnc23)C1 (stereo not given)	i	i	i	i	i	i	i	i	i	i	i
COc1ccc(NC(=O)CCC(=O)OCc2ccc([N+](=O)[O-])cc2)cc1	i	i	i	i	i	i	i	i	i	i	i
CC1(C)CC(=O)N(c2cccc(Cl)c2)C(=O)C1	i	i	i	i	i	i	i	i	i	i	i
O=C1CC[C@@H](CN(Cc2ccccc2)Cc2cn[nH]c2-c2cc3ccccc3o2)N1	i	i	i	i	i	i	i	i	i	i	i
CC1(S(=O)(=O)O)CC(=O)c2ccccc2C1=O (stereo not given)	i	i	i	i	i	i	i	i	i	i	i
COc1ccc(N(C)C(=O)CCC(=O)Nc2ccc3nc(N4CCOCC4)cc(C)c3c2)c(OC)c1	i	i	i	i	i	i	i	i	i	i	i
C/C(=N\NC(=O)C(=O)Nc1cccc(C(F)(F)F)c1)c1ccc(Cl)s1	i	i	i	i	i	i	i	i	i	i	i
COc1cccc(C(=O)NCC(C)(C)SCc2ccc(F)cc2)c1	i	i	i	i	i	i	i	i	i	i	i
Clc1ncc(CSc2ccccc2)s1	i	i	i	i	i	i	i	i	i	i	i
Cc1cc(C)cc(NC(=O)Nc2ccc(Cl)cn2)c1	i	i	i	i	i	i	i	i	i	i	i
N#Cc1nc(COc2ccccc2)oc1N1CCCC1	i	i	i	i	i	i	i	i	i	i	i
COc1ccc2ccccc2c1CN1CCN(C)CC1	i	i	i	i	i	i	i	i	i	i	i
O=C(CCS(=O)(=O)c1cccs1)Nc1ccc(C(=O)NC2CCN(Cc3ccccc3)CC2)cc1	i	i	i	i	i	i	i	i	i	i	i
CC(=O)NC1(C2CCCCC2=O)CCCCC1 (stereo not given)	i	i	i	i	i	i	i	i	i	i	i
C#CCOCCOCCOCCNc1nc(N2CCN(C(=O)Cn3cc(CCCCN)nn3)CC2)nc(N2CCN(C(=O)[C@H](C)n3cc(CCCN=C(N)N)nn3)CC2)n1	nt	i	nt	i	i	nt	nt	i	i	i	nt
O=C(NCc1ccc(F)cc1)C(c1ccco1)N(C(=O)c1csnn1)c1ccccc1 (stereo not given)	i	i	i	i	i	i	i	i	i	i	i
Cc1c(C(=O)NCCO)sc2nc3n(c(=O)c12)CCC3	i	i	i	i	i	i	i	i	i	i	i
COC(=O)c1ccccc1NC(=O)N1CCN(Cc2ccco2)CC1	i	i	i	i	i	i	i	i	i	i	i
Cc1c(NC(=O)c2nn3c(C(F)(F)F)cc(-c4ccccc4)nc3c2Br)c(=O)n(-c2ccccc2)n1C	i	i	i	i	i	i	i	i	i	i	i
COc1ccccc1C1CCN(Cc2c(C)[nH]c3ccccc23)CC1	i	i	i	i	i	i	i	i	i	i	i
Cc1ccc(C(=O)OCc2nc3ccccc3s2)o1	i	i	i	i	i	i	i	i	i	i	i
CON1C(=O)C(=O)N(OC)C2CCCCCC21 (stereo not given)	i	i	i	i	i	i	i	i	i	i	i
O=C(Nc1cc(Br)ccc1O)c1cc(-c2cccs2)on1	i	i	i	i	i	i	i	i	i	i	i
CC(=O)c1cccc(NC(=O)c2cccc(S(=O)(=O)N(C)C)c2)c1	i	i	i	i	i	i	i	i	i	i	i
CCOc1cc(/C=C2/C(=N)N3OC(C)=CC3=NC2=O)ccc1OCCOc1ccccc1	i	i	i	i	i	i	i	i	i	i	i
CCOc1cc(C)nc(N2CCCC(C(=O)NCc3ccccc3F)C2)n1 (stereo not given)	i	i	i	i	i	i	i	i	i	i	i
O=C1CC(c2ccco2)Cc2nc(Nc3ccc(F)cc3)ncc21 (stereo not given)	i	i	i	i	i	i	i	i	i	i	i
CCOCCCNC(=O)C(c1ccc(OC)cc1)N(Cc1ccc2c(c1)OCO2)C(=O)c1cnccn1 (stereo not given)	i	i	i	i	i	i	i	i	i	i	i
CCOC(=O)C(/C=C(\C#N)C(=O)OCC)=C(/N)N1CCN(c2ccc(Cl)cc2)CC1	i	i	i	i	i	i	i	i	i	i	i
NC(=O)C1(N2CCCCC2)CCN(Cc2nc3ccccc3c(=O)[nH]2)CC1	i	i	i	i	i	i	i	i	i	i	i
COc1ccccc1C1CCN(C(=O)c2ccc(C(C)(C)C)cc2)CC1	i	i	i	i	i	i	i	i	i	i	i
Other compounds follow.
SMILES	MrgX1 ag	TRPC6 inhibitor	MrgX1 antag	RGS4 block	TRPC6 activator	TMEM16A inh	MrgX1 allo act	TRPC4 agonist	TRPC4 inh	TRPC4 PAM	TMEM16A act
O=[N+]([O-])c1cc(C(F)(F)F)ccc1Oc1cccnc1[N+](=O)[O-]	i	i	i	i	i	i	i	i	i	i	i
CCC(C)[C@@H](C(=O)N1CCNCC1)n1cc(CCCN=C(N)N)nn1 (stereo not given in full)	i	i	i	i	i	i	i	i	i	i	i
O=C(O)CN1C(=O)S/C(=C\c2ccc3c(c2)OCO3)C1=O	i	i	i	i	i	i	i	i	i	i	i
CCCCN(Cc1cc2cc(OC)ccc2[nH]c1=O)C(=O)COc1ccccc1	i	i	i	i	i	i	i	i	i	i	i
CCOc1ccc(N(CC(=O)N2CCOCC2)S(=O)(=O)c2ccc(F)cc2)cc1	i	i	i	i	i	i	i	i	i	i	i
CC(=O)c1ccc(OCCCC(=O)Nc2ccc(S(=O)(=O)N3CCOCC3)cc2)cc1	i	i	i	i	i	i	i	i	i	i	i
CN(Cc1cccnc1)Cc1cn(C)nc1-c1cccc(Cl)c1	i	i	i	i	i	i	i	i	i	i	i
COc1cc(-n2c(=O)c3ccccc3n(CC(=O)c3ccc(F)cc3)c2=O)cc(OC)c1OC	i	i	i	i	i	i	i	i	i	i	i
Cc1ccccc1C(=O)Nc1ccc(-c2nnc(SC(C)C(=O)O)n2C)cc1 (stereo not given)	i	i	i	i	i	i	i	i	i	i	i
CN(C)S(=O)(=O)c1cccc(C(=O)NCc2cccs2)c1	i	i	i	i	i	i	i	i	i	i	i
c1cc2c(cc1C1CCCCC1)c1c3n2CCN=C3CCC1	i	i	i	i	i	i	i	i	i	i	i
Cc1nc(N)sc1-c1csc(N(C)c2ccc(O)cc2)n1	i	i	i	i	i	i	i	i	i	i	i
Cc1ccc(S(=O)(=O)N2CCN(C(=O)CSC3CCCC3)CC2)c(C)c1	i	i	i	i	i	i	i	i	i	i	i
CCn1nnnc1NCc1cccn1C	i	i	i	i	i	i	i	i	i	i	i
CC(=O)NCC1CCCN(C(=O)c2oc3c(F)cccc3c2C)C1 (stereo not given)	i	i	i	i	i	i	i	i	i	i	i
NC(=O)c1nsc(C(=O)N(c2ccccc2)C(C(=O)NC2CCCCC2)c2ccc(O)cc2)c1N (stereo not given)	i	i	i	i	i	i	i	i	i	i	i
Cc1c(NC(=S)NC(=O)c2cc3ccccc3o2)cccc1C(=O)O	i	i	i	i	i	i	i	i	i	i	i
CC(=O)c1cccc(NS(=O)(=O)c2c(C)noc2C)c1	i	i	i	i	i	i	i	i	i	i	i
COc1ccc(N(CC(=O)Nc2cccc(C(=O)O)c2)S(=O)(=O)c2c(C)noc2C)cc1	i	nt	i	nt	nt	i	i	nt	nt	nt	i

Outcome played no part in choosing rows; about 5.8% have a hit in one of these screens.
